# Compound activity deposited in PubChem by National Center for Advancing Translational Sciences (NCATS).
# LMNA splice mod: qHTS Assay for Modulators of Lamin A Splicing; HeLa LMNA splicing GFP/RFP minigene ratio, 48 h; Potency, µM (series often up to 46.1 µM), for the others: at the top dose ratio change, negative = inhibition, most hits filed as inhibitors; actives 0.01% (n = 200,000); active = well fitted inhibition curve with a large enough effect in the signal ratio, with a control signal flat, not every such curve was filed as active; inconclusive = small, poorly fitted or top-dose-only effect, or effect the other way, or a change in a side signal; the % refers to the signal ratio; note: potency is the fitted concentration of half-maximal effect; % is set by controls: 0 for no effect and ±100 for the full control effect
#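 S3 HeLa cells stably expressing lamin A-EGFP splicing minigene plus DsRed2, 600 cells/well, 48 h compound exposure at 37C. Laser-scanning cytometry; analysed as GFP (500-530 nm)/RFP (575-640 nm) total intensity ratio; 0.5% DMSO vehicle.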
# IMPase Li cell: qHTS Assay for Identifying the Cell-Membrane Permeable IMPase Inhibitors: Potentiation with Lithium; CHO-M1 cells, IP1 TR-FRET (IP-One), carbachol + lithium; Potency, µM (top dose mostly 59.4 µM), without a hit: at the top dose activity, negative = IMPase inhibition, usual class: inhibitors; actives 0.35% (n = 210,000); AID 1457, 2008;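 note: IP1 builds up when IMPase is blocked and the TR-FRET signal falls; potency is the fitted concentration of half-maximal effect; plate controls were basal vehicle for no effect and high inhibitor control for full effect; nearly all actives have a fitted effect of over 50% in size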
#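 IP1 accumulation measured by competitive TR-FRET in lysed CHO-M1 cells after 30 min compound exposure at 37C, with a small lithium addition to potentiate weak responses. Hill-equation AC50 from ratio and donor-channel data.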
# HTT aggregate: qHTS Multiplex Assay to Identify Dual Action Probes in a Cell Model of Huntington: Aggregate Formation (GFP); AID 1688, 2009; Potency, µM (doses to about 46.1 µM), without a hit: top-dose activity change, negative = inhibition, hits mostly inhibitors; actives 1.1% (n = 220,000); PC12 HttQ103-GFP aggregates, Acumen cytometry, 40 h; note: potency is the fitted concentration of half-maximal effect; % is set by controls: 0 for no effect and ±100 for the full control effect; nearly all actives have a fitted effect of over 60% in size
#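 PC12 cells with ecdysone-inducible HTT exon1 Q103-GFP, induced by 100 nM tebufenozide, given compounds in a concentration series. GFP aggregates (1–25 um, 6 SD above background) counted in lysates by laser-scanning cytometry, 488 nm excitation.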
# Luc counter: Counterscreen for Luciferase (Kinase-Glo TM) Inhibition; Luciferin 4-monooxygenase (Photuris pensylvanica), Q27757; Kinase-Glo luciferase, ATP luminescence, 8 min; actives 0.28% (n = 200,000); Potency, µM (titrated, usually from 38.3 µM), for inactives: at the highest dose activity change, negative = inhibition, actives largely listed as inhibitors; note: potency is the fitted concentration of half-maximal effect; % is set by controls: 0 for no effect and ±100 for the full control effect; nearly all actives have a fitted effect of over 60% in size
#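 Compound is pinned into ATP-containing buffer (10 uM ATP, imidazole pH 7.2, 7 mM MgCl2). Kinase-Glo luciferase reagent is then added. Light output is recorded following an 8-min room-temperature incubation.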
# CBFb-RUNX1 inh: qHTS Assay for Compounds Blocking the Interaction Between CBF-beta and RUNX1 for the Treatment of Acute Myeloid Leukemia; Runt-related transcription factor 1 (Homo sapiens) + Core-binding factor subunit beta …; AlphaScreen CBFb-His/RUNX1-biotin binding, biochemical; Potency, µM (series often up to 59.8 µM), for the others: at the top dose activity, negative = inhibition, actives largely listed as inhibitors; 230,000 tested, under 10 active; AID 1477, 2009; note: % of control where 0% means no effect
# Target sequence (Q01196 whole entry, looked up): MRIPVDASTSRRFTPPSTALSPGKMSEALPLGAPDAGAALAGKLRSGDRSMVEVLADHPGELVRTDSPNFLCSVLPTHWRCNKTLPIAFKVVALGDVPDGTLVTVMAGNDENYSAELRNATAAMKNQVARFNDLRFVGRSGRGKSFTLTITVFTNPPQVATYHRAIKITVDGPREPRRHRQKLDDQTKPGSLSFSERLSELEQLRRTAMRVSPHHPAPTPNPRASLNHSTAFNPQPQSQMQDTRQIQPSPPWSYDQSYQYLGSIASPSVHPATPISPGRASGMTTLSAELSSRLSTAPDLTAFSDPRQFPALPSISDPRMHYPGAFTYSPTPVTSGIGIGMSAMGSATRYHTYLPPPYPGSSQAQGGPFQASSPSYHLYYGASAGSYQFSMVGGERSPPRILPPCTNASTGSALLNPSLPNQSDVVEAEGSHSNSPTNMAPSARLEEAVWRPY
# Target sequence (Q13951 whole entry, looked up): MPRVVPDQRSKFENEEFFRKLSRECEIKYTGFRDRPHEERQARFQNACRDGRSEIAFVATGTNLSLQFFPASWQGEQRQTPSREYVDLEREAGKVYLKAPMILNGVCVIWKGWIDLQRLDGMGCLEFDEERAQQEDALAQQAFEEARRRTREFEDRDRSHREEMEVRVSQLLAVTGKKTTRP
#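 AlphaScreen proximity signal reports loss of binding between His-tagged CBF-beta and biotin-labelled RUNX1, each at 30 nM. Proteins are pre-associated for 20 minutes, compounds added for 15 minutes, then beads for 90 minutes, all at ambient temperature.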
# Epigenetic derep: Quantitative High-Throughput Screen for Regulators of Epigenetic Control | Potency, µM (titrated, usually from 53.9 µM), inactives show at the highest dose GFP activation, most hits filed as activators | murine LDR cells, GFP reporter derepression, 30 h | actives 0.2% (n = 280,000); note: potency is the fitted concentration of half-maximal effect; % of control where 0% means no effect; nearly all actives have a fitted effect of over 60% in size
#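 Reporter derepression read as number of fluorescent GFP-positive objects, 20-120 um in size, counted by laser-scanning cytometer. Mouse LDR line with an epigenetically silenced CMV-GFP locus; compound incubation 30 h, 37 C.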
# NPSR antag: qHTS Assay for Antagonists of the Neuropeptide S Receptor: cAMP Signal Transduction. CHO-NPSR cells, cAMP TR-FRET, antagonist mode. Potency, µM (titrated, usually from 38.3 µM), for the others: at the top dose activity change, negative = inhibition, usual class: inhibitors. actives 1% (n = 220,000). AID 1461, 2008; note: potency is the fitted concentration of half-maximal effect; % is set by controls: 0 for no effect and ±100 for the full control effect; nearly all actives have a fitted effect of over 50% in size; many of its hits are not listed in these tables
# Target sequence (Q6W5P4 whole entry, looked up): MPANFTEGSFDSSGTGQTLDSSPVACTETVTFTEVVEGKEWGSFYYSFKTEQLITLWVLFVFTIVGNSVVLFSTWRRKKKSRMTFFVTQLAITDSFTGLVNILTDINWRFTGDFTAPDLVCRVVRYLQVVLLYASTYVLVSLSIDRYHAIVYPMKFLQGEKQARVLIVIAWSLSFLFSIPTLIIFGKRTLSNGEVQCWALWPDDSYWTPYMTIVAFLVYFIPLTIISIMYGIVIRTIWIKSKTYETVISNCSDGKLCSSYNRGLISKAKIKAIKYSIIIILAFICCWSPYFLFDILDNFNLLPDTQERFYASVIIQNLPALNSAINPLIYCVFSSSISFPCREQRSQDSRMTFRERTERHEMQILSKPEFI
# * = called active by the depositor; ? = inconclusive; · = no result given; & = joins results of further samples; [ ] = remark or other dose. Unless noted, calls come from the whole dose curve; as a rule, active = well fitted curve in the direction sought with a large enough effect; inconclusive = small, poorly fitted or top-dose-only effect, or another doubt; inactive = no such curve, though single readings can be large; an effect the other way counts as inactive or inconclusive. An excerpt; the hit share may differ from the screen's.
SMILES,LMNA splice mod,IMPase Li cell,HTT aggregate,Luc counter,CBFb-RUNX1 inh,Epigenetic derep,NPSR antag
Nc1ccc(Cl)c(S(=O)(=O)Nc2ccccc2Cl)c1,-18%[46 µM],-1%,-19%,1%,0%,2.7%,-7%
COc1cccc(-c2csc(NC3OC(=O)c4c3ccc(OC)c4OC)n2)c1 (stereo not drawn),·,·,3%[9.22 µM],·,1%,0.0%,0%[7.67 µM]
CCOC(=O)CCSc1cc(C)c2ccccc2n1,-2%[46 µM],-6%,15%,4%,10%,-1.2%,-12%
CC1(C)N=C(N)N=C(N)N1c1cccc(C(=O)O)c1,4%,10%[38.3 µM],-4%,-7%,4%,-0.1%,-1%[46.1 µM]
Cc1ccccc1-c1nnn(CC(=O)Nc2cccc(S(N)(=O)=O)c2)n1,·,-1%,16%,-1%,-3%,-2.6%,4%
O=C(O)C/C=C(\NC(=O)OCc1ccccc1)C(=O)OCc1ccccc1,-3%[9.22 µM],9%,-2%,12%,5%,0.3%,8%
CN(C)c1ccc(/C=C/C(=O)c2cccc(Br)c2)cc1,?,-18%[38.3 µM],1%,-7%,?,0.4%,-14%[46.1 µM]
COc1ccc(CN(CC(=O)NCC2CCCO2)C(=O)CCC(=O)Nc2cc(C)ccn2)cc1 (stereo not drawn),7%,2%[38.3 µM],10%,0%,3%,-5.8%,3%[46.1 µM]
O=C(CSc1ccc2ccccc2n1)NCCC1=CCCCC1,?,3%,?,0%,3%,0.0%,3%
Cc1ccc(NC(=O)/C=C/c2ccc([N+](=O)[O-])s2)c(C)c1,?,-1%,7%,4%,2%,-1.0%,-30%
Cc1ccc(S(=O)(=O)N2CCC(C(=O)N/N=C/c3cccnc3)CC2)cc1,?,0%,-3%,-1%,10%,0.1%,-4%
O=C(CCNC(=O)c1ccccc1Cl)Nc1cc(C(F)(F)F)ccc1Cl,-9%,-10%,3%,-1%,-8%,1.0%,-3%
Cc1ccc(CCNC(=O)C23CN(Cc4ccccc4)CC2C(c2cccc([N+](=O)[O-])c2)=NO3)cc1 (stereo not drawn),-8%,-2%,18%,0%,-25%,-2.7%,?
CCCC(=O)OCC(=O)Nc1cc([N+](=O)[O-])ccc1OC,·,4%,17%,-1%,14%,-0.2%,7%
CCC(=O)OCn1nnc2ccccc2c1=O,11%[9.22 µM],2%,2%,-3%,-7%,4.7%,24%
Nc1ccccc1C#CCCCCO,2%,-7%&-16%,3%,-1%&-5%,4%[2.36 µM],4.4%&2.5%,13%
Nc1nc(Nc2ccccc2F)nc(NCCO)c1[N+](=O)[O-],·,·,1%[9.22 µM],·,1%,2.1%,9%
CC(C)NC(=S)N=Nc1c(O)[nH]c2ccc(C(C)C)cc12,-27%,·,-2%,·,-16%,0.1%,-8%[46.1 µM]
CC(C)c1ccccc1OCCCCCNCCO,?,16%[38.3 µM],-7%,10%,3%,-1.9%,8%[46.1 µM]
CCOc1ccc2ccccc2c1/C=N\NC(=O)OC,3%,-7%,2%,1%,4%,-1.8%,11%

# 3 entries out of the list, arranged by heavy-atom count, rising:
SMILES,LMNA splice mod,IMPase Li cell,HTT aggregate,Luc counter,CBFb-RUNX1 inh,Epigenetic derep,NPSR antag
CCOc1ccc2ccccc2c1/C=N\NC(=O)OC,3%,-7%,2%,1%,4%,-1.8%,11%
CCCC(=O)OCC(=O)Nc1cc([N+](=O)[O-])ccc1OC,·,4%,17%,-1%,14%,-0.2%,7%
COc1cccc(-c2csc(NC3OC(=O)c4c3ccc(OC)c4OC)n2)c1 (stereo not drawn),·,·,3%[9.22 µM],·,1%,0.0%,0%[7.67 µM]

# (more compounds)
SMILES,LMNA splice mod,IMPase Li cell,HTT aggregate,Luc counter,CBFb-RUNX1 inh,Epigenetic derep,NPSR antag
O=C(CCN1C(=O)c2ccccc2C1=O)Nc1ccc(S(=O)(=O)NC2=NCCCCC2)cc1,7%,6%[38.3 µM],?,-5%,4%,1.0%,-4%[46.1 µM]
COc1ccc(CN2C(=O)Cc3c2nc(N)c2c(N)nc(N4CCCCC4)c(C#N)c32)cc1,-5%,1%,?,-2%,-12%,0.0%,-5%
Cc1c(C(=O)Nc2cccc([N+](=O)[O-])c2)csc1-c1ccccc1,-26%,41%[activator][38.3 µM],-4%,-16%,-1%,-1.3%,-26%[46.1 µM]
O=C(/C=C/Nc1ccccc1O)c1ccco1,·,·,?,·,4%,2.0%,-3%
O=C1c2nccnc2C(=O)N1c1ccc(C(F)(F)F)cc1,6%[46 µM],1%,18%,3%,-9%,0.0%,12%
Cc1cccc(NC(=O)c2cc(NC(=O)C3CC=CCC3C(=O)O)ccc2N2CCOCC2)c1 (stereo not drawn),-12%,22%[38.3 µM],-10%,2%,8%,-11%,-8%[46.1 µM]
O=[N+]([O-])c1ccccc1Oc1ncccc1[N+](=O)[O-],-28%[46 µM],8%,-2%,2%,5%,-6.8%,14%
COc1ccc(-n2cnc3cc([N+](=O)[O-])ccc32)cc1,11%[46 µM],9%,·,1%,2%,0.0%,-27%
CCOC(=O)C1CCN(c2nc3ccccc3nc2C(C#N)C(=O)OC(C)C)CC1 (stereo not drawn),17%,39%[activator][38.3 µM],28%,1%,7%,14%,?
C1CCN=C(NC23CC4CC(CC(C4)C2)C3)CC1,-7%,2%,9%,5%,4%,0.3%,14%
O=C(C[N+]1(CC#Cc2ccccc2)CCCCC1)c1ccc(Cl)cc1,0%[46 µM],15%,-21%,1%,3%,1.1%,-29%
O=C1CC(C(=O)N2CCOCC2)C2(CCCCC2)O1 (stereo not drawn),9%,18%[38.3 µM],13%,-4%,2%,-1.0%,-5%[46.1 µM]
COc1cccc(NC(=O)c2ccc3c(SCC(=O)O)c4c(nc3c2)CCCC4)c1,-12%[46 µM],-2%,-1%,2%,0%,-3.2%,-4%
O=C(O)/C=C\c1cn(-c2ccccc2)nc1-c1cc2ccccc2o1,·,-2%,-17%,3%,-6%,2.4%,-53%
COc1ccc(S(=O)(=O)N(C)CC(=O)NCc2cccnc2)cc1Cl,5%,25%[38.3 µM],15%,18%,2%,-2.0%,2%[46.1 µM]
COc1cccc(C(=O)Nc2ccccc2N2CCCC2)c1,-16%,21%[38.3 µM],-5%,-2%,0%,0.0%,-16%[46.1 µM]
NC(=S)NN=C1C2CC3CC(C2)CC1C3,?,5%,10%,3%,-5%,?,-32%
CN(C)S(=O)(=O)c1ccc(-n2cccc2)cc1,-12%[9.22 µM],4%,9%[9.22 µM],4%,-4%,-1.3%,16%
CCOc1ccc(N=C2C(=O)N(CN3CCOCC3)c3ccccc32)cc1,-1%,-3%[38.3 µM],-5%,0%,-1%,2.1%,8%[7.67 µM]
CCCn1c(SCC(=O)N2CC(=O)Nc3ccccc32)nc2ccccc21,13%,1%,5%,4%,0%,-1.0%,25%
Cc1cccc(NCc2ccccc2)c1,·,·,4%[9.22 µM],·,4%,3.7%,25%
Cc1ccc(-n2c(=O)c(C#N)cc3c(=O)n4cccc(C)c4nc32)cc1,-3%,10µM*,-9%,-3%,0%,-3.9%,6%[46.1 µM]
Cc1cccc(-n2c(Cc3cc(=O)[nH]c(=O)[nH]3)nnc2SC(C)C)c1,-7%,14%,-24%,-1%,-9%,-1.0%,7%[46.1 µM]
CCOC(=O)C(=O)c1csc(NC(=O)CCSc2ccc(C)cc2)n1,?,4%,7%,9%,-21%,-2.8%,18%
CCNc1nc(NCC)nc(Nn2cnnc2)n1,12%,2%[38.3 µM],12%,-1%,2%,-0.2%,-1%[46.1 µM]
CCOC(=O)CC(=O)CSc1ccc2nnc(-c3cccc(F)c3)n2n1,?,1%[38.3 µM],?,-2%,-7%,-0.9%,0%[46.1 µM]
COc1cc(NS(=O)(=O)c2cc(C)ccc2OC)c(OC)cc1Cl,22%,5%[38.3 µM],2%,1%,1%,-1.0%,-19%[46.1 µM]
C(=C\c1ccccc1)/CSc1nc2ncccc2[nH]1,·,·,-1%[9.22 µM],·,8%,2.2%,8%
C=CCSc1nnc(NC(=O)c2ccc(Cl)nc2)s1,4%,17%[38.3 µM],-15%,-6%,0%,-1.8%,-21%[46.1 µM]
COCCNc1nc2c(c(=O)n(Cc3ccc(OC)cc3)c(=O)n2C)n1C,-12%,16%[38.3 µM],23%,-3%,-2%,-1.0%,-5%[46.1 µM]
COc1ccc(NC(C)=O)cc1NC(=O)CSc1nc2ncccc2[nH]1,5%,-3%[38.3 µM],2%,-4%,16%,2.0%,0%[7.67 µM]
NC(=O)COC(=O)c1ccc(C(=O)C(=O)c2ccccc2)cc1,·,16%,-13%,-3%,-29%,-1.1%,2%
COc1cccc(/C(C)=N/NC(=O)Cc2c(C)[nH][nH]c2=O)c1,·,12%,16%,-1%,3%,-1.3%,7%
CC/C(=N\NC(C)=O)c1ccc(OC(F)F)cc1,·,-2%,13%,-2%,0%,-1.6%,17%
CCOC(=O)CN(C(=O)CNC(=O)c1ccco1)C(C(=O)NC1CCCCC1)c1cccs1 (stereo not drawn),-13%,-5%,-8%,-2%,4%,6.9%,-19%[46.1 µM]
O=C(CSc1ncccn1)N1CCc2ccccc2C1,·,-7%,-7%[9.22 µM],-7%,7%,0.0%,-21%
Brc1ccc(OCCOCCN2CCOCC2)cc1,4%,28%[38.3 µM],-10%,0%,1%,-1.0%,-6%[46.1 µM]
O=C(O)COc1ccc(=O)n(-c2ccccc2)n1,-6%,0%[38.3 µM],?,-3%,2%,-0.2%,-6%[46.1 µM]
Cc1noc(C)c1-c1nc(N2CCOCC2)c2ccccc2n1,-18%,1%,·,-5%,·,-2.2%,·
CCOc1cc(C2c3c(oc4cc(C)c(Cl)cc4c3=O)C(=O)N2Cc2ccco2)ccc1O (stereo not drawn),9%,7%[38.3 µM],-1%,-3%,0%,-1.1%,-15%[46.1 µM]
C[Se]CCC(N)C(=O)O (stereo not drawn),?,5%,-6%,-6%[39.9 µM],11%,9.2%,·
CC(C)(C)C(=O)Nc1ccc(C(=O)N/N=C/c2ccccc2OC(=O)c2ccccc2)cc1,?,7%[38.3 µM],11µM*,0%,-2%,-1.1%,-19%[46.1 µM]
